Source: PubChem (several laboratories)
MC4R antagonist – blocks human MC4R cAMP signaling | 360,000 tested, 0.48% active | MC4R-expressing cells, MTII-stimulated cAMP, LANCE TR-FRET | inhibition, % at 6.5 µM | P32245;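 active = inhibition above its plate's cutoff, the mean of tested wells on that plate plus 3 SD, cut at about 29% in these data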;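 note: 0% = Melanotan II alone and 100% = Melanotan II plus saturating MCL0020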
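Material – human MC4R-expressing U2OS cells · Repeats – no replicates · Detection – TR-FRET with Eu-cAMP and labeled anti-cAMP, 671 nm · Times – compound 30 min, challenge 1 h, detection 1 h · Compound – single nominal compound dose of 6.5 µM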
NOD2 RIPK2 PPI – inhibitors of human NOD2-RIPK2 interaction; CHO BLA complementation NOD2-RIPK2, CCF4 ratio; 360,000 tested, 0.38% active; inhibition, % at 4.98 µM; O43353; in the data active = inhibition above about 21%;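 note: 0% = vehicle only and 100% = reference blocker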
EBV LMP1 NFkB – Epstein-Barr LMP1 NF-kappaB reporter inhibition; 350,000 tested, 0.69% active; inhibition, % at 12.5 µM; LMP1-induced NF-kappaB luciferase reporter cells, luminescence; in the data active = inhibition above about 41%;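 note: 0% = neutral control wells and 100% = reference inhibitor control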
NR2F2 inh – blocks human COUP-TFII nuclear receptor; AID 686940; HEK293T NGFI-A luciferase reporter, luminescence; 370,000 tested, 0.7% active; inhibition, % at 8.6 µM;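 active = inhibition above a per-plate cutoff, mean inhibition of test wells between control levels plus 3 SD, cut at about 38% in these data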;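 note: cells cotransfected with COUP-TFII expression vector driving the NGFI-A reporter; 0% = median of COUP-TF2 test wells and 100% = reporter-only cells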
ABHD5-PLIN5 inh – blocks binding of human ABHD5 to perilipin-5; Q00G26+Q8WTS1; Split G. princeps luciferase complementation, luminescence, 4 h; inhibition, % at 4 µM; 360,000 tested, 0.78% active;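 active = inhibition above the mean inhibition across every tested compound plus 3 SD, cut at about 22% in these data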;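 note: 0% = DMSO only wells and the 100% control is not disclosed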
Target sequence (Q00G26 whole entry, looked up): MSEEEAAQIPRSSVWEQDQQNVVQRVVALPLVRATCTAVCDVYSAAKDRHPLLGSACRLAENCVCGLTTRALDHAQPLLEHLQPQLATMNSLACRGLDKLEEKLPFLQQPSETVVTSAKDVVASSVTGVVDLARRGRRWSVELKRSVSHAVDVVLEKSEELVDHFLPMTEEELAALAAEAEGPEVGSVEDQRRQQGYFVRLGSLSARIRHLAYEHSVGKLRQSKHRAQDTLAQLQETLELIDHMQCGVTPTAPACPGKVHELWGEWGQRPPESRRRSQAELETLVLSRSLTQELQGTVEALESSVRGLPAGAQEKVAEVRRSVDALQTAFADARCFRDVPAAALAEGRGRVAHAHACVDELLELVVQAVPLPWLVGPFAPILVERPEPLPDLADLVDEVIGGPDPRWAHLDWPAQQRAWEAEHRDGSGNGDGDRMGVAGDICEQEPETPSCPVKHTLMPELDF
Target sequence (Q8WTS1 whole entry, looked up): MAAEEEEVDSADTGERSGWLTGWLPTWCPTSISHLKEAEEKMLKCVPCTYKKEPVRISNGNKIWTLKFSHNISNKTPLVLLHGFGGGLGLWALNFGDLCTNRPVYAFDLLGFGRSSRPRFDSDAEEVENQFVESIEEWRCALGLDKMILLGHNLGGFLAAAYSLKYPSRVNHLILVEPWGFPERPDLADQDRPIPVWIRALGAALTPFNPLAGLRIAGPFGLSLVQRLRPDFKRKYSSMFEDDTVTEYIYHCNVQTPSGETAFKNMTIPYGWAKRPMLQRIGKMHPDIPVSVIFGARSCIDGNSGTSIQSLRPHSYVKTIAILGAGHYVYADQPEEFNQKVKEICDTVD
SRC3 inh – inhibitors of human steroid receptor coactivator 3 (SRC3). inhibition, % at 3.6 µM. 360,000 tested, 0.17% active. HEK293 GAL4-SRC3 luciferase reporter, luminescence. Q9Y6Q9;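 active = inhibition above a per-campaign cutoff, the mean of all compounds plus 3 SD, cut at about 60% in these data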;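 note: 0% = DMSO-treated cells and 100% = gossypol-treated cells at 36 µM; higher means less SRC3-driven luciferase light from the GAL4 reporter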
TLR9-MyD88 inh – TLR9-MyD88 interaction inhibition; CHO BLA complementation TLR9-MyD88, CCF4 FRET ratio; inhibition, % at 4.98 µM; 340,000 tested, 0.21% active; AID 504734;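 active = inhibition above the mean over all tested compounds plus 3 SD, cut at about 21% in these data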;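 note: 0% = DMSO only wells and 100% = clavulanate BLA inhibitor control wells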
SRC2 inh – inhibits human steroid receptor coactivator 2; inhibition, % at 9 µM; HEK293 GAL4-SRC2 luciferase reporter, luminescence; AID 651957; 370,000 tested, 0.17% active; Q15596;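 active = inhibition above the mean inhibition of all tested compounds plus 3 SD, set per campaign, cut at about 52% in these data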;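 note: 0% = DMSO treated cells and 100% = cells given Gossypol at 36 µM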
MC4R ag barr – agonists of human melanocortin 4 receptor (MC4R) beta-arrestin; P32245; U2OS MC4R beta-arrestin complementation, luminescence; percent of melanotan II response, DMSO zero; activation, % at 8.9 µM; 360,000 tested, 0.98% active; AID 540308;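 active = activation above a per-plate cutoff, the mean activation of sample wells on that plate plus 3 SD, cut at about 8% in these data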
LRH-1 inv ag – NR5A2 inverse agonism in reporter assay. 360,000 tested, 0.13% active. inhibition, % at 3.6 µM. HEK293T StAR-luciferase reporter, LRH-1 transfected, 24 h. AID 602396. O00482;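 active = inhibition above the mean inhibition of all tested compounds plus 3 SD, cut at about 73% in these data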;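 note: 0% = DMSO wells and 100% = reporter-only cells lacking LRH-1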
SRC1 inh – inhibits human SRC1 coactivator. inhibition, % at 3.6 µM. Q15788. 360,000 tested, 0.12% active. HEK293 GAL4-SRC1 luciferase reporter, luminescence;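 active = inhibition above the campaign mean plus 3 SD, with each screening campaign given its own cutoff, cut at about 60% in these data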;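 note: 0% = DMSO treated cells and 100% = gossypol at 36 µM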
* hit, by the source's call; / = not tested or not shown. These rows are one share of the data, so the mix of outcomes need not match the whole.

SMILES	MC4R antagonist	NOD2 RIPK2 PPI	EBV LMP1 NFkB	NR2F2 inh	ABHD5-PLIN5 inh	SRC3 inh	TLR9-MyD88 inh	SRC2 inh	MC4R ag barr	LRH-1 inv ag	SRC1 inh
Cc1cc(NC(=O)CSc2nc(-c3ccccc3)c(C#N)c(=O)[nH]2)no1	35*	2	-7	20	-2	-5	2	4	1.9	-15	2
O=C(CNC(=O)c1ccccc1)OC(C(=O)c1ccccc1)c1ccccc1 (stereo not given)	20	-4	6	10	0	-22	-6	5	0.7	-4	2
O=S(=O)(Nc1ccncc1Cl)c1cccc(Cl)c1Cl	11	-12	2	-12	-7	5	-8	0	1.4	14	6
O=C(Nc1ccn(CCCNCc2ccccc2)c(=O)n1)OCc1ccccc1	8	-10	-6	7	6	-8	-8	-6	-2.1	5	-11
O=C(Nc1ccc(Cl)c(C(F)(F)F)c1)c1ccncc1	4	1	-15	9	0	10	-6	-1	1.3	0	-8
CCc1noc(C)c1C(=O)Nc1sc(C(=O)N(C)C)c(C)c1C#N	10	-15	0	2	13	6	-8	-3	0.7	4	-12
Cc1ccc(S(=O)Cc2ccc(C(=O)N3CCN(C(=O)c4ccco4)CC3)o2)cc1 (stereo not given)	-3	-4	5	-7	0	-25	-5	-3	-2.5	-17	-5
Cc1ccc(COc2ccc(/C=N/NC(=O)CN3CCCCC3)cc2)cc1	-4	-2	17	-27	11	-57	-3	-58	-1.3	-19	-25
Cc1ccc(S(=O)(=O)N(C)c2ccc(OCC(=O)N3CCCC(C(F)(F)F)C3)cc2)cc1 (stereo not given)	8	0	-9	-6	2	5	6	-30	-0.6	2	-15
C/C=C/Cn1c(SCc2ccc(C)cc2)nc2c1c(=O)[nH]c(=O)n2C	-16	-24	-9	-2	12	12	-8	-26	2.4	-1	0
COc1ccc2c(c1)C1NC(=S)NC(C)(O2)C1C(=O)Nc1ccc(Cl)cc1 (stereo not given)	12	-5	-8	-5	-5	-25	-3	-21	-2.8	-4	-47
Cc1nnc(NC(=O)CSc2nnnn2Cc2ccccc2)s1	-1	-5	-4	4	-4	8	3	-2	-1.2	2	-1
CCOc1ccc(CCNC(=O)C2CCCN(S(C)(=O)=O)C2)cc1OCC (stereo not given)	14	-3	-7	-6	7	5	1	19	0.7	9	0
COc1ccc(N2C(=O)CN=C2Nc2cccc(C)c2C)cc1OC	-2	-9	-10	11	1	17	3	-33	-0.3	8	2
Oc1ccccc1/C=N/n1c(-c2cccs2)n[nH]c1=S	11	5	0	/	3	-2	4	/	-1.6	2	-16
CCOC(=O)C(=O)/C(C#N)=C/Nc1ccc(Cl)cc1	1	-5	-23	-8	4	-17	12	-17	0.2	1	-3
COc1ccc(C(C)C)cc1-c1cncc(NC(C)=O)n1	4	5	/	5	0	-3	/	-16	-1.6	-28	-8
O=C(/C=C/c1ccccc1Cl)NCCc1ccccc1	3	0	-21	/	-3	-66	3	/	-1.3	-93	-63
CCn1cc(C(=O)O)c(=O)c2cnc(N3CCN(C(=S)NC(=O)c4ccc(OC)cc4)CC3)nc21	1	-5	-12	-10	5	-54	-4	14	-0.5	-13	-14
O=C(CSc1nnc(CNc2ccc(F)cc2)o1)c1ccccc1	-6	3	-4	13	0	-1	-2	-11	1.2	-1	14
CCn1c(CSc2nnc(-c3ccoc3C)n2C)nc2cc(S(=O)(=O)N(C)C)ccc21	2	-2	4	15	-3	-15	0	-4	-2.1	10	-26
CCOC(CNC(=O)CN1C(=O)COc2ccc(S(=O)(=O)N3CCCC3)cc21)OCC	5	3	3	-11	-2	13	-6	-8	-3.5	-16	15
COCC(C)n1c(C)cc(C(=O)COc2ccc(C)nc2[N+](=O)[O-])c1C (stereo not given)	-3	-12	5	14	7	12	2	31	2.2	-23	-5
CCC(C)(C)C1CCC2(CC1)NC(=O)N(CC(=O)NCCOc1ccccc1)C2=O (stereo not given)	4	6	-11	6	-16	-10	-3	0	2.6	-18	-10
c1ccc([C@H]2CN3C(=N2)Sc2ccccc23)cc1	-6	5	-43	-102	-4	-84	4	-41	0.7	-106	-115
COc1ccccc1NC(=O)C1CCC(CNc2c(N3CCCCC3)c(=O)c2=O)CC1 (stereo not given)	-8	-13	8	0	0	2	-10	-4	-3.4	0	-19
CCOC(=O)c1c(NC(=O)c2ccc(Cl)cc2)csc1C	25	0	-12	8	0	17	-2	-4	1.1	-9	-4
C=C(C)COc1ccc(-c2nc(N)nc(C(F)(F)F)c2-c2ccc(OC)cc2)c(O)c1	11	-11	2	21	-1	11	-13	18	1.1	0	5
CCCc1cc(=O)[nH]c(SCc2cc(=O)oc3cc(C)c(C(C)C)cc23)n1	3	0	-1	-1	-4	-3	-4	15	-0.6	-1	-18
CCCCN(CCCC)CCNC(=O)c1cn(CC)c2ccc(S(=O)(=O)N3CCc4ccccc4C3)cc2c1=O	2	4	-48	-3	7	18	0	7	0.4	0	-1
COc1cc(C(=O)Nc2cccc(C)c2C)ccc1OCC(=O)N1CCOCC1	-1	-1	-5	1	0	-10	-8	-9	-1.0	15	4
O=C(NCc1ccco1)c1cc2ccccc2c(=O)o1	1	-12	-10	-15	-3	-14	-10	-48	-1.7	2	-27
CCN(CC(=O)NC1CCS(=O)(=O)C1)C(=O)C(c1ccccc1)c1ccccc1 (stereo not given)	10	-5	1	-5	3	-5	9	29	-1.7	7	-16
Cc1ccc(S(=O)(=O)N(C)c2ccccc2C(=O)N2CCOCC2)cc1	4	3	1	-3	-12	-9	-2	-2	-3.2	-11	6
COc1cc(OC)cc(C(=O)N[C@H](C(=O)NC23CC4CC(CC(C4)C2)C3)C(C)C)c1	3	-12	-10	0	-2	-13	-2	0	0.5	3	-6
Nc1cc2c(cc1[N+](=O)[O-])OCO2	-1	-4	4	-17	2	6	-2	-38	-1.1	17	-9
COc1ccc(OCC(=O)Nc2ccc(N3CCOCC3)cc2)c([N+](=O)[O-])c1	-1	-3	-5	-9	-4	1	7	-19	-1.0	37	3
Cc1c2cnn(CC(=O)N3CCOCC3)c(=O)c2c(C)n1Cc1ccc(F)cc1	0	4	/	-6	1	-15	/	11	0.0	-5	-25
CC(=O)NCCC1CCN(C(=O)c2cc(COc3ccc(C)nc3)on2)CC1	-1	2	6	-6	2	-13	-6	-26	-1.9	-4	-15
COC1=CC(C)C2CC3OC(O)CC4C(C)=C(OC)C(=O)C(C2(C)C1=O)C34C (stereo not given)	-1	-14	/	17	1	14	/	15	-0.2	2	0
Oc1ccc(-n2cnnn2)cc1	5	-3	4	-3	1	15	-15	4	1.5	13	0
O=C(Nc1ccc(Oc2ccc(S(=O)(=O)N3CCOCC3)cn2)cc1)c1ccco1	0	-1	0	12	1	-3	4	4	-0.1	14	6
Cc1cccc(N2CCN(S(=O)(=O)c3ccc(-c4cc(C)no4)s3)CC2C)c1 (stereo not given)	4	2	-5	20	4	16	-7	-3	-0.7	11	15
Cn1ccnc1SCC(=O)NC1CC1	8	-2	-6	11	9	7	-3	15	1.7	26	13
CC1(C(=O)NS(=O)(=O)c2cccc(OC(F)F)c2)CCN1C(=O)c1ccco1 (stereo not given)	-2	-9	/	-4	1	-11	/	1	-0.1	-23	-21
Cc1ccc(C(=O)Nc2ccc(NC(=O)c3ccc(C)o3)cc2)o1	-3	-4	-3	7	4	10	0	-1	-1.3	-9	7
CCOC(=O)c1nc(-c2ccccc2)sc1C(C)=O	7	5	0	-14	-4	15	7	6	-1.1	-20	-20
c1ccc(OCc2nc(-c3ccncc3)no2)cc1	9	4	-15	-11	2	-34	9	-59	-1.3	-32	-24
N#Cc1c(N)nc2c(c1-c1cccs1)CCCC2	3	1	2	6	-8	20	6	5	-0.2	-4	8
CC(C)(C)c1ccc(CSc2nc(N)cc(=O)[nH]2)cc1	-7	-2	9	/	1	-24	-4	/	0.8	3	-4
N/C(=N\S(=O)(=O)c1cccs1)c1ccccc1Cl	-1	-8	-6	1	0	5	5	13	0.3	18	-22
CC(C)n1ncc(C(N)=O)c1N	-4	0	-10	-5	1	-15	2	-5	-2.3	-4	-3
CCCn1c(=O)c2ccccc2n2c(SCC(=O)c3cc(C)n(CCOC)c3C)nnc12	6	-12	-3	-19	2	20	6	6	-0.9	-7	-1
N#CC1(NC(=O)Cn2cc(C(F)(F)F)cc(Cl)c2=O)CCCCC1	6	-12	-8	4	14	15	0	12	1.0	19	14
CCOC(=O)c1cc2c(ccn2C)n1Cc1cc(C)ccc1C	-1	6	1	15	-11	-18	-4	-9	2.6	-20	-16
CN(C)c1nc2c(c(=O)n(C)c(=O)n2C)n1CC(=O)c1cccs1	17	-2	0	13	-7	0	4	21	1.2	8	-25
OCCn1c(CSc2nnc(-c3ccco3)n2-c2ccccc2)nc2ccc(Cl)cc21	3	-4	6	18	7	10	-7	10	-2.7	10	-2
CC1CCc2nc(NC(=O)c3ccc(S(=O)(=O)N4CCCc5ccccc54)cc3)sc2C1 (stereo not given)	0	5	39	3	-12	2	-2	-6	-0.9	-3	6
Cc1c(Cl)cccc1NC(=S)NCc1ccc(F)cc1	13	5	6	23	-9	-2	-2	-18	6.3	-4	-17
CC1=NNC(=O)C1CC(=O)N/N=C/c1ccncc1 (stereo not given)	2	-7	4	22	1	1	4	4	-2.4	11	-66

Carrying on:
SMILES	MC4R antagonist	NOD2 RIPK2 PPI	EBV LMP1 NFkB	NR2F2 inh	ABHD5-PLIN5 inh	SRC3 inh	TLR9-MyD88 inh	SRC2 inh	MC4R ag barr	LRH-1 inv ag	SRC1 inh
CCOC(=O)N1CCN(C(=O)CCCCn2c(=S)[nH]c3ccsc3c2=O)CC1	11	-17	-8	-3	5	19	-3	5	1.1	22	0
COc1ccc(C)cc1NC(=O)CCCN1C(=O)C2CC=CCC2C1=O (stereo not given)	9	-14	-9	-4	2	4	3	6	0.8	-4	-5
Cc1ccccc1-c1noc(C2CCCCC2)n1	2	-3	-19	7	-4	14	1	-11	-0.1	0	-2
COc1ccc(NS(=O)(=O)c2ccc(NS(=O)(=O)c3cccc(C(=O)O)c3)cc2)cc1	9	2	-2	-6	-11	9	-16	-11	0.8	-6	-8
COC(=O)c1cnn(-c2ccccc2)c1/C=N/NC(=S)Nc1ccc(Cl)cc1	0	-15	/	2	0	12	/	10	0.5	3	8
Cc1c(C(=O)NCCc2ccccc2)oc2ccc(S(=O)(=O)N3CCOCC3)cc12	12	-1	-3	1	-6	6	-4	1	0.3	-13	-7

Looked up above:
SRC2 inh, Cc1c(C(=O)NCCc2ccccc2)oc2ccc(S(=O)(=O)N3CCOCC3)cc12 : 1
MC4R ag barr, COc1ccc(NS(=O)(=O)c2ccc(NS(=O)(=O)c3cccc(C(=O)O)c3)cc2)cc1 : 0.8
